# Screening results from PubChem BioAssay.
# PKA-R1A act: activates the PKA-R1A holoenzyme complex; P00514+P68181; PKA-R1A dissociation, Cy5-IP20 fluorescence polarization; scaled: DMSO 0%, 113 µM cGMP 100%; activation, % at 11.4 µM; 340,000 tested, 0.083% active; AID 504707;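 active means percent activation above the mean of all tested compounds plus 3 SD, cut at about 19% in these data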;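 further: higher means more PKAc released from R1A so a rise in polarization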
# DSG3 Ab inh: inhibitors of pemphigus antibody binding to human desmoglein-3; P32926; DSG3-coupled beads, scFv-anti-DSG3-GFP binding, flow cytometry; stronger effect = lower value; binding (percent of control), % at 10 µM; 310,000 tested, 0.48% active;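 active means binding more than 3 SD below its plate's average and above zero; inconclusive means below that plate limit but binding exactly zero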;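 further: hits lower antibody fragment binding to DSG3; some compounds called inactive have numbers as strong as hits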
# Target sequence (P32926 whole entry, looked up, the tested form may be a part): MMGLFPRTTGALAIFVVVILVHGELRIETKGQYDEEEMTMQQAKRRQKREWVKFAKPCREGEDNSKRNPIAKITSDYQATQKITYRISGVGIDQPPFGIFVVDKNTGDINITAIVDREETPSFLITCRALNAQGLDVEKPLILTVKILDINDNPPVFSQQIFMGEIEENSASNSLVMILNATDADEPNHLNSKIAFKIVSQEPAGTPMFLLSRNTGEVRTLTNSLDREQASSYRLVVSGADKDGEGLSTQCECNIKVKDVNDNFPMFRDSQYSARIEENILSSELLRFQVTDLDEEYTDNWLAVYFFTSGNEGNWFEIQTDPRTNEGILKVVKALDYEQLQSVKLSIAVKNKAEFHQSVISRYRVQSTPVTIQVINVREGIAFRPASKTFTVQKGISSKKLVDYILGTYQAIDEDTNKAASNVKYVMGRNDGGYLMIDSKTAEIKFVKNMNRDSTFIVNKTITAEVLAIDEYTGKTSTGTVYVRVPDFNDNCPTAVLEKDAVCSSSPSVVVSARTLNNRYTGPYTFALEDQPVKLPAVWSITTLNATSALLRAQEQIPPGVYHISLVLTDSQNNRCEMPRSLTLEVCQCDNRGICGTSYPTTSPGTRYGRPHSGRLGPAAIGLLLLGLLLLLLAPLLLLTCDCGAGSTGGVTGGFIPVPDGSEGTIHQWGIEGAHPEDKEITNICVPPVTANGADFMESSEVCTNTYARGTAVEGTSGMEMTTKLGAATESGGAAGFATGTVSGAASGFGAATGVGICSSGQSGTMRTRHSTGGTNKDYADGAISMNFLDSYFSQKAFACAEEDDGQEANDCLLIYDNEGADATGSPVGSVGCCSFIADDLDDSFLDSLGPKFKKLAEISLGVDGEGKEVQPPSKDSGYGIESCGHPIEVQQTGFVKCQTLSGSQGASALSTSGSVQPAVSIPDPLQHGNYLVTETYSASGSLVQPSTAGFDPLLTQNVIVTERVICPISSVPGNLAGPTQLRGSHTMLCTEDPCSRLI
# Arrestin-AP2 inh: inhibitors of human beta-arrestin and AP2 interaction; 340,000 tested, 0.31% active; inhibition, % at 10 µM; FITC-arrestin peptide / GST-AP2 beads, flow cytometry; AP2 beta2 appendage carries R879A mutation;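 active means inhibition above a set limit, near 3 SD of compounds lacking own fluorescence, cut at about 54% in these data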;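 further: plate controls were DMSO wells for no effect and 5 µM unlabelled arrestin peptide for full effect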
#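 system = GST-tagged AP2 beta2-adaptin appendage (R879A) on 4 µm glutathione beads | reagent = FITC-labelled arrestin peptide probe, 50 nM final | schedule = compound with beads 12 min RT, then probe 1 h RT | signal = HyperCyt-sampled flow cytometry, FL1 channel, ex 488/em 535 nm | read-out = percent response from loss of bead-bound FITC fluorescence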
# Mot1-301 SUMO: SUMOylation pathway inhibition by Mot1-301 growth rescue. S. cerevisiae Mot1-301 growth rescue, ATP luminescence, 38.5C; percent above DMSO median, 100 means doubled. growth rescue, % at 18.8 µM. 320,000 tested, 1% active;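 active means every valid replicate shows activation above 250% relative to neutral control wells; inactive means the rest, any valid replicate at or below 250%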;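 further: OY570 slx delta 5 strain wells were the positive control but not used for scaling; some compounds called inactive have numbers as strong as hits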
# Ecoli viability: bacterial growth inhibition, counter-screen for AddAB inhibitors. inhibition, % at 11.9 µM. 330,000 tested, 0.27% active. E. coli V3065 growth, OD600 absorbance, 18 h;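 active means inhibition above the campaign's mean inhibition across all tested compounds plus 3 SD, cut at about 9.9% in these data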;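 further: uninfected addAB+ strain grown without phage in ampicillin broth; 0% = DMSO wells and 100% = ciprofloxacin 0.95 µg/ml wells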
# phage Ecoli inh: E. coli growth loss with phage present; growth absorbance; inhibition, % at 11.9 µM; 360,000 tested, 0.26% active; in the data active means inhibition above about 11%
# OPRM1-OPRD1 inv: inverse agonist of human OPRM1-OPRD1 heterodimerization; inhibition, % at 9.3 µM; cell-based MOR-DOR heterodimer luminescence, inverse agonism; 340,000 tested, 0.21% active; in the data active means inhibition above about 22%, passing the limit was not always enough;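 further: 0% = cells with DMSO and 100% = wells without cells with DMSO; values of inactives mirror those of a sister screen read the other way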
# PfHsp90 yeast 2: inhibits growth of yeast expressing Plasmodium falciparum Hsp90. S. cerevisiae expressing PfHsp90, BacTiter-Glo ATP, 48 h; yeast lacking PDR1 and PDR3 efflux regulators. inhibition, % at 9.4 µM. 310,000 tested, 0.32% active. AID 504621;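 active means every replicate shows inhibition above about 80%, whatever the replicate mean, limit read from the data; inconclusive means mean inhibition reaches the set limit but some replicate falls short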;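 further: 0% = DMSO neutral controls and 100% = 20 µM radicicol positive controls; yeast relying on Plasmodium falciparum Hsp90 in place of its own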
# OPRM1-OPRD1 ag: agonists of human mu-delta opioid receptor heterodimerization. P35372+P41143. cells, OPRM1-OPRD1 heterodimerization, luminescence. activation, % at 9.3 µM. 340,000 tested, 0.3% active. AID 504326; in the data active means activation above about 18%;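 further: 0% = vehicle-treated cells and 100% = reference agonist; values of inactives mirror those of a sister screen read the other way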
# AddAB inh: less growth of phage-infected E. coli with AddAB | E. coli expressing H. pylori AddAB, absorbance growth | inhibition, % at 11.9 µM | 330,000 tested, 0.29% active; in the data active means inhibition above about 12%;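 further: 0% = vehicle wells of infected cells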
# Tat export inh: inhibitors of E. coli Tat protein transport; E. coli MC4100 TorA-mCherry Tat export, fluorescence; inhibition, % at 10 µM; 340,000 tested, 0.036% active;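 active means mean replicate inhibition at least 50% and at least half of replicates individually reaching 50%; inconclusive means only one of the two criteria met; inactive means neither criterion met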;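 further: exported cargo escapes ClpAP degradation while cytoplasmic cargo is degraded and loses fluorescence; 0% = median of neutral control wells and 100% = median of NaSCN control wells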
# Active calls of the source: *; ? = inconclusive; nt = not tested or not shown.
mol	PKA-R1A act	DSG3 Ab inh	Arrestin-AP2 inh	Mot1-301 SUMO	Ecoli viability	phage Ecoli inh	OPRM1-OPRD1 inv	PfHsp90 yeast 2	OPRM1-OPRD1 ag	AddAB inh	Tat export inh
O=C(C=NNc1ccccc1)c1ccccc1	-3	117	-4	nt	nt	3.2	5	-13	-0.9	nt	6
CCNCc1nc2cc(Cl)ccc2c(=O)[nH]1	-1	99	-5	831*	-0.2	1.4	8	-4	-1.6	0.2	-4
CC(C)Nc1nc(-c2ccncc2)nc(-c2ccccc2)c1C#N	1	92	6	-20	0.7	1.0	17	-2	-3.9	-0.2	-1
O=C(O)CCC(=O)Nc1ccc(C(=O)OCC(=O)c2ccc(Cl)cc2Cl)cc1	-10	108	-5	-3	-1.3	3.1	22	8	-3.8	0.7	-9
O=C(NCc1ccccc1Cl)c1cnc2n(c1=O)CCS2	-1	99	1	6	-0.3	2.1	2	12	-0.4	1.6	2
CCOC(=O)C1=C(CC)Nc2ccccc2N=C1NC(=O)c1ccc(OC)c(S(=O)(=O)N2CCCCC2C)c1 (stereo unspecified)	6	111	-3	nt	1.3	0.0	-1	-2	0.1	1.5	12
O=C(NCCN1CCOCC1)c1cc(-c2ccc(Cl)cc2)on1	-9	nt	24	42	-1.8	nt	17	-4	-3.1	1.9	3
CC(C)(C)NC(=O)C(c1cccs1)N(Cc1ccc(F)cc1)C(=O)c1csnn1 (stereo unspecified)	0	99	-12	218	-0.2	4.9	2	17	-0.4	3.9	2
Cc1ccc(NC(=O)CCN2C(=O)NC(C)(C)C2=O)cc1F	0	112	11	nt	nt	4.0	3	nt	-0.4	nt	-4
O=C(CSc1ccc2nnc(CCNC(=O)c3ccc(F)cc3)n2n1)NCc1ccco1	-10	96	4	5	0.3	-1.0	20	-8	-3.9	4.4	-14
CN(C)CCN(C(=O)c1cccs1)c1nc2cc3c(cc2s1)OCCO3	2	101	-11	-9	-0.8	2.4	6	2	-1.1	0.4	0
CC1CCCCC1NC(=O)c1ccc(S(=O)(=O)NNC(=O)c2ccncc2)cc1 (stereo unspecified)	-5	96	19	10	-3.6	2.9	14	3	-2.5	-2.2	-4
O=C(Nc1cc(Cl)ccc1-n1cncn1)c1ccco1	-5	98	-5	2	1.2	2.3	12	-39	-1.7	2.2	9
CCN1CCN(c2ncc(C(=O)N3CCCc4ccccc43)c3ccccc23)CC1	-6	95	7	nt	0.6	0.3	13	18	-2.1	2.2	5
COc1ccc(N2CCN(C(=O)COCC(=O)O)CC2)cc1	-3	94	-24	6	0.7	0.6	9	15	-1.7	-2.3	-1
CC(OC(=O)C1CCN(S(=O)(=O)c2ccc(Cl)cc2)CC1)C(=O)NC1CCCCC1C (stereo unspecified)	-17	105	-13	-1	0.8	-0.9	7	4	-1.4	1.8	3
O=C(COc1c(Cl)cccc1Cl)NN1C(=O)CSC1=S	3	88	-2	-22	0.8	0.3	19	7	-2.9	-0.2	-10
COc1ccccc1C(=O)NCCC(=O)N(C)Cc1cccs1	3	102	4	-7	0.8	-1.8	10	8	-1.6	-0.3	0
C/C(=N\NC(=S)Nc1ccc(F)cc1)c1ccc2c(c1)OCCO2	0	115	34	-7	-1.0	2.1	14	0	-2.6	-3.7	-4
COc1ccc(NC(C)C(=O)N/N=C/c2cc(Br)ccc2OC)cc1 (stereo unspecified)	2	102	5	-2	-1.3	6.1	8	10	-1.6	1.8	0
CC(C)(C)c1ccc(C(=O)NCCC(=O)NNC(=O)COc2ccc(F)cc2)cc1	0	113	-4	172	-1.9	3.9	13	10	-3.3	1.5	11
NC(=O)CNCCC(c1ccccc1)c1ccccc1	0	109	11	-5	-1.2	3.8	6	-6	-1.1	-0.2	-10
Fc1ccccc1CNC(=S)NC1CCCCC1	-4	nt	-6	-12	nt	1.7	-5	3	1.0	nt	1
O=C(Nc1ccccc1)C(Cc1ccccc1)c1ccccc1 (stereo unspecified)	-6	121	-1	nt	nt	0.4	-17	2	3.4	nt	-6
Cn1c(=O)c2c(nc(CN3CCN(C(=O)c4ccco4)CC3)n2Cc2ccccc2F)n(C)c1=O	-5	107	-3	8	-3.2	0.3	-4	-9	0.7	-3.6	5
COC(=O)c1ccccc1S(=O)(=O)N1CCC(C(=O)OC(C)C(=O)N(C)Cc2ccccc2)CC1 (stereo unspecified)	-3	94	15	nt	nt	0.0	22	9	-4.5	nt	2
CC(C)(C)c1ccc(NC(=O)N2CCCN(c3ccc([N+](=O)[O-])cn3)CC2)cc1	6	nt	33	6	-1.0	4.3	-23	6	4.7	1.1	-5
O=C(CCC(=O)N(c1ccccc1)C(C(=O)NC1CCCC1)c1ccncc1)Nc1cccnc1 (stereo unspecified)	4	97	-5	8	-2.5	0.0	20	-3	-3.3	0.9	0
COc1ccc(-c2nc3c(c(=O)n(C)c(=O)n3C)n2CC2CC(c3ccccc3)=NO2)cc1OC (stereo unspecified)	-13	106	-5	15	1.2	1.2	4	0	-0.7	0.3	-10
COc1ccc(NCC(=O)N/N=C/c2cc([N+](=O)[O-])ccc2N2CCCC2)cc1	nt	97	32	-5	-0.2	3.6	nt	1	nt	1.8	-5
Cn1c(=O)c2c(ncn2CC(=O)OCC(=O)Nc2ccc(Cl)cc2)n(C)c1=O	14	103	4	847*	1.8	1.7	6	35	-1.1	2.1	12
CC(C)COC(=O)c1ccccc1N1C(=O)C2C3CCC(C3)C2C1=O (stereo unspecified)	-8	91	-2	-11	-0.1	2.9	-18	20	3.1	2.6	1
Nc1nonc1-n1nnc(C(=O)N/N=C/C2CC=CCC2)c1CSc1ccccc1 (stereo unspecified)	-6	100	34	1	-0.1	2.8	5	35	-1.1	1.8	1
COc1ccc(NC(=O)c2cc3ccccc3o2)cc1OC	-3	114	-4	1	3.4	4.6	8	-5	-1.6	0.2	-1
Clc1ccc(Sc2cnc3ccccc3n2)cc1	1	104	7	158	0.1	3.3	-19	-26	3.4	4.0	5
CC(Oc1coc(CN2CCN(C(=O)c3ccco3)CC2)cc1=O)c1ccccc1 (stereo unspecified)	7	116	-1	7	3.0	3.0	17	7	-3.2	0.0	5
CCOc1cc(/C=C2/SC(=S)NC2=O)ccc1OC(=O)c1ccco1	8	101	16	-11	-3.6	1.4	10	8	-1.9	-0.5	0
COC(=O)c1ccc(CSc2cc(C)c3ccccc3n2)o1	-17	103	3	nt	-1.1	3.1	-16	-58	3.1	0.0	5
CCOc1ccc(CCNC(=O)c2cc3sccc3n2C)cc1OCC	-9	98	0	11	1.4	2.9	5	-14	-0.9	1.1	-9
Cc1nc2ccccc2nc1CSc1nnc(N)s1	-7	nt	-6	-5	0.9	0.9	2	15	-0.4	1.9	-3
COc1cc2cc(CCCOC(=O)c3ccc(F)cc3)oc(=O)c2cc1OC	5	96	6	89	-0.9	2.5	18	-7	-3.3	-0.6	3
Cc1c(C(=O)N/N=C/c2ccccc2)[nH]c2ccc(Cl)cc12	7	101	-1	-22	-0.2	4.6	-8	11	1.1	3.4	-9
CCOC(=O)N/N=C\c1ccc([N+](=O)[O-])o1	-3	102	3	20	26*	6.2	-10	-21	1.7	31*	?
CCc1ccccc1S(=O)(=O)Cc1ccc(C(=O)NC2CCCC2)o1	9	100	7	-8	-1.0	0.6	24	7	-4.8	2.4	3
CC(c1ccccc1)n1c(SCC(=O)N2CC(=O)Nc3ccccc32)nc2ccccc2c1=O (stereo unspecified)	-3	80	-1	-3	2.4	1.0	6	28	-1.2	5.7	-2
COc1ccc(C(=O)N2CCN(Cc3ccccc3C)CC2)cc1OC	1	nt	2	-10	-2.1	-1.8	6	-8	-1.2	0.9	10
c1ccc(OCCOc2ccccc2-c2nnco2)cc1	7	105	-3	-10	2.1	2.5	8	-12	-1.4	0.4	1
O=C(NCc1ccco1)C1CCCN(S(=O)(=O)c2ccc(Br)cc2)C1 (stereo unspecified)	0	103	7	-2	-1.2	1.9	12	16	-2.2	0.8	-5
CCCc1ncc(C(O)c2cccc(OC)c2OC)n1C (stereo unspecified)	4	104	7	-11	-2.9	0.7	3	25	-0.6	1.2	3
CCOC(=O)c1cc2c(=O)c3ccccc3oc2nc1C	5	92	7	-24	1.0	-0.9	3	7	-0.6	-2.5	-9
CN(Cc1ccccc1)S(=O)(=O)c1ccc(Cl)c(C(=O)NCc2cccnc2)c1	8	105	-10	1	0.5	1.0	9	27	-1.8	-1.5	3
Cc1ccccc1-n1ncc2c1CC(C)(C)CC2NC(=O)CCn1cncn1 (stereo unspecified)	-4	nt	6	nt	nt	2.5	10	-16	-1.9	nt	2
CC(=O)NC(Cc1ccccc1)C(=O)OCC(=O)c1ccc(Br)cc1 (stereo unspecified)	-4	102	8	72	0.3	5.5	23	2	-4.5	4.0	3
CCOC(CNC(=O)c1cccn2c(=O)c3c(C)c(C)sc3nc12)OCC	-7	127	10	0	-0.2	0.9	-1	8	0.1	0.9	2
O=C(NNC(=O)c1c(O)c2ccccc2[nH]c1=O)c1ccccc1Br	2	94	1	-14	-0.6	-0.3	11	11	-2.0	-0.4	-5
Cc1c(NS(=O)(=O)c2cccc(C(=O)NC(C)c3ccccc3)c2)c(=O)n(-c2ccccc2)n1C (stereo unspecified)	-11	110	-3	nt	nt	1.8	9	nt	-2.2	nt	-4
O=C(O)CN(Cc1ccco1)S(=O)(=O)c1ccc(F)cc1	4	101	-6	141	-0.3	0.4	17	12	-2.8	0.1	1
Cn1nnc2cc(C(=O)N3CCSCC3)ccc21	5	96	7	654	-1.1	2.8	6	-17	-0.9	-0.8	-1
CC(=O)Nc1cccc(NC(=O)c2cc([N+](=O)[O-])ccc2N2CCCCC2)c1	-13	105	-2	nt	-2.2	0.3	21	6	-5.3	0.9	7
O=C(Cc1ccccc1)Nc1ccnn1C1CCN(Cc2ccc(CO)o2)CC1	10	nt	-17	-8	-1.9	0.0	4	-15	-0.8	-0.9	-4
O=C(OCc1ccc(Br)cc1)c1ccncc1	-18	112	9	2	-0.6	7.1	-12	-42	1.8	3.1	-1
CC(C)Sc1nc(C(F)(F)F)cc(=O)n1-c1ccccc1	-5	104	4	2	1.0	4.0	-47	17	9.5	0.8	3
